NSD2 HMT inh – blocks human histone methyltransferase NSD2; O96028; NSD2 peptide methylation, AlphaScreen, 120 min; inhibition, % at 12.5 µM; 310,000 compounds, 0.54% hits; AID 743445; in the data active = inhibition above about 50%
C-LANA FP – blocks KSHV LANA C-terminal domain binding to DNA; MBP-C-LANA/FAM-LBS DNA binding, fluorescence polarization; inhibition, % at 9 µM; 340,000 compounds, 0.078% hits; AID 504423;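 active = highest replicate inhibition at or above 60% at 9 µM, even if other replicates fall short; inactive = all replicates below 60% inhibition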;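 note: 0% = neutral control wells and 100% = 4 µM acridine orange control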
Keap1-Nrf2 PPI – Keap1-Nrf2 (human) interaction inhibition; 340,000 compounds, 0.15% hits; inhibition, % at 9.4 µM; Keap1 Kelch-Nrf2 peptide fluorescence polarization, 1536-well; in the data active = inhibition above about 12%;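 note: human Keap1 Kelch domain with fluorescein labeled Nrf2 9mer peptide probe; 0% = neutral control wells and 100% = peptide positive control; higher means more block of Keap1 binding to Nrf2 peptide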
Target sequence (Q14145 whole entry, looked up, the tested form may be a part): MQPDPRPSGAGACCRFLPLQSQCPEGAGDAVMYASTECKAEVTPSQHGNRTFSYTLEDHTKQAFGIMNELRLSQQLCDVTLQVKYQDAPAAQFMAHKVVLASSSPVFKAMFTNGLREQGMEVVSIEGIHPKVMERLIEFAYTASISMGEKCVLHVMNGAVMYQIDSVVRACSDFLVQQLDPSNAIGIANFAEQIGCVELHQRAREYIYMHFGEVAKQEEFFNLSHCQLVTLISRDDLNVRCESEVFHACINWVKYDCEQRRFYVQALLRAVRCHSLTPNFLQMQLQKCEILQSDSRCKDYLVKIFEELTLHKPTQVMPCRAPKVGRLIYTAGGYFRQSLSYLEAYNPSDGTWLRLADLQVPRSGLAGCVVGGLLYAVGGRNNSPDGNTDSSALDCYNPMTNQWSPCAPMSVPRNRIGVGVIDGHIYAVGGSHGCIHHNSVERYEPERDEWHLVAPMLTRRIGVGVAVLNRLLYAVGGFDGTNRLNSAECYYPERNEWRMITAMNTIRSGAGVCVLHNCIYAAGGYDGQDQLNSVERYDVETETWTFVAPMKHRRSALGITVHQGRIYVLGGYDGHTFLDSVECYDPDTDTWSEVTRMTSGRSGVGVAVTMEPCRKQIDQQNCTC
V-ATPase pH – alters yeast V-ATPase proton transport; response, % at 10 µM; AID 504577; 350,000 compounds, 0.37% hits; S. cerevisiae, pHLuorin cytosolic pH fluorescence; in the data active = response mostly above about 7.3%, no sharp cut-off; inactive = mostly below about 5.4%; note: actives read high; inactives centre near 0; some compounds called inactive have numbers as strong as hits
DAGLB inhibitor – blocks human DAGLB lipase activity; Q8NCG7; HEK293T DAGLB membrane lysate, EnzChek fluorogenic substrate; inhibition, % at 5.17 µM; 340,000 compounds, 0.059% hits; AID 504411; in the data active = inhibition above about 34%;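 note: 0% = enzyme with vehicle and 100% = wells lacking enzyme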
CAL PDZ FP-1 – human CAL PDZ-peptide interaction inhibition | Q9HD26 | purified CAL PDZ, TMR-peptide fluorescence polarization, 1 h | inhibition, % at 20 µM | 330,000 compounds, 0.02% hits | AID 504414;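 active = highest replicate inhibition of at least 40%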;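 note: plate controls were DMSO neutral control wells for no effect and unlabeled competitor peptide control wells for full effect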
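Material: tagged CAL PDZ protein CerCALP, purified; buffer or medium: sodium phosphate/NaCl buffer pH 7.4 with TCEP, IgG, Thesit; also added: fluorescent TMR peptide probe; schedule: 1 h incubation at room temperature before polarization reading; technique: fluorescence polarization from S- and P-plane intensities, G-factor corrected; control set: unlabelled peptide and DMSO controls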
CAL PDZ FP-2 – CAL PDZ (human) peptide binding inhibition; 300,000 compounds, 0.92% hits; inhibition, % at 24.9 µM; AID 602252; Q9HD26; purified CAL PDZ, TMR-peptide fluorescence polarization, 1 h;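 active = mean inhibition of at least 30% with at least half of replicates also reaching 30%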;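 note: 0% = DMSO neutral control and 100% = excess unlabeled competitor peptide PRC23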
DSG3 Ab inh – inhibitors of pemphigus antibody binding to human desmoglein-3; P32926; DSG3-coupled beads, scFv-anti-DSG3-GFP binding, flow cytometry; hits give low values; binding (percent of control), % at 10 µM; 310,000 compounds, 0.48% hits; AID 588358;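 active = binding more than 3 SD below its plate's average and above zero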;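 note: hits lower antibody fragment binding to DSG3; some compounds called inactive have numbers as strong as hits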
RTF Ca sens inh – cardiac RTF calcium desensitization | IANBD-labeled cardiac RTF, Ca2+ fluorescence | inhibition, % at 7.15 µM | 340,000 compounds, 0.12% hits;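 active = inhibition above the mean inhibition of all tested compounds plus 3 SD, cut at about 17% in these data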;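 note: assay run at fixed EC70 calcium of 1.6 mM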
Arr AP2 block – inhibitors of human beta-arrestin and AP2 interaction | FITC-arrestin peptide / GST-AP2 beads, flow cytometry; AP2 beta2 appendage carries R879A mutation | 340,000 compounds, 0.31% hits | AID 504490 | inhibition, % at 10 µM;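 active = inhibition above a set limit, near 3 SD of compounds lacking own fluorescence, cut at about 54% in these data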;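 note: plate controls were DMSO wells for no effect and 5 µM unlabelled arrestin peptide for full effect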
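test system = AP2 appendage R879A on GSH beads | buffer or medium = PBS plus Tween 20 (0.05%) and BSA (0.1%) | incubation = 12 min plus 1 h, RT | detection = bead flow cytometry, FITC channel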
* marks the source's active call; other numbers are inactive results; x = not tested or not shown. The list is partial; the hit share may differ from the screen's.

Key to letters – A = NSD2 HMT inh; B = C-LANA FP; C = Keap1-Nrf2 PPI; D = V-ATPase pH; E = DAGLB inhibitor; F = CAL PDZ FP-1; G = CAL PDZ FP-2; H = DSG3 Ab inh; I = RTF Ca sens inh; J = Arr AP2 block
compound: CCOC(=O)C1=C(CS(=O)(=O)c2ccccc2)NC(=O)NC1c1cc(OC)c(O)c(OC)c1 (centres undefined)
  A: 0	B: 0.1	C: 1	D: -4	E: 1	F: -1.1	G: -1	H: x	I: 11	J: 6
compound: COc1ccc(N(CC(=O)N/N=C/c2ccco2)S(=O)(=O)c2ccccc2)cc1Cl
  A: -10	B: -0.7	C: -4	D: 1	E: 0	F: -1.2	G: 7	H: 92	I: 0	J: 3
compound: O=C(c1cnn2c(C(F)(F)F)cc(-c3ccc(Br)cc3)nc12)N1CCOCC1
  A: 0	B: -0.7	C: -3	D: 0	E: 2	F: 0.2	G: -2	H: 95	I: 3	J: 0
compound: CCNCCNc1ccc(Cl)cc1[N+](=O)[O-]
  A: 64*	B: -1.4	C: -1	D: -4	E: 0	F: -1.3	G: 0	H: 99	I: 1	J: -9
compound: CCCCC(=O)Nc1nnnn1CCC
  A: -4	B: 0.8	C: -2	D: 1	E: 0	F: -0.5	G: -2	H: 103	I: 5	J: -4
compound: Cc1cccc2cc(CN(Cc3ccco3)C(=O)c3cccs3)c(=O)[nH]c12
  A: 1	B: 1.5	C: -3	D: -2	E: 1	F: -0.8	G: -1	H: 104	I: -4	J: -3
compound: CC(=O)c1c(C)[nH]c(C(=O)OCc2csc(CC(=O)Nc3ccccc3C)n2)c1C
  A: -4	B: 0.7	C: -8	D: 5	E: 0	F: -0.4	G: 2	H: x	I: -10	J: -5
compound: O=C1CSC(c2cccc([N+](=O)[O-])c2)N1c1ccccc1F (centres undefined)
  A: 2	B: -0.4	C: -3	D: -2	E: 3	F: -3.0	G: 9	H: 129	I: -6	J: -10
compound: O=C(NCCN1CCCC1)C(c1ccccc1)c1ccccc1
  A: 0	B: 0.1	C: -2	D: 3	E: -1	F: 0.4	G: -5	H: 117	I: 1	J: 42
compound: COCCn1c(C)cc(C(=O)CN2CCCCC2)c1C
  A: 1	B: -0.8	C: -3	D: -5	E: -3	F: 0.0	G: x	H: 96	I: 3	J: -2
compound: Cc1ccc(-c2cc(C(=O)N3CC(C)CC(C)C3)c3ccccc3n2)o1 (centres undefined)
  A: -4	B: 5.7	C: -6	D: -2	E: -1	F: 0.4	G: x	H: 113	I: -10	J: 16
compound: COc1ccc(OCc2n[nH]c(=S)n2-c2ccc(C)cc2)cc1
  A: x	B: -0.7	C: 1	D: -5	E: 0	F: -0.8	G: 0	H: 95	I: 1	J: -8
compound: CCOC(=O)CCc1n[nH]c(=O)[nH]c1=O
  A: 23	B: 3.3	C: -3	D: 3	E: -1	F: 0.7	G: -7	H: x	I: -2	J: 3
compound: CC[C@@]1(C(=O)OC)N[C@H](CN(C)C(=O)Nc2ccc(C(F)(F)F)cc2)[C@@H]2C(=O)N(Cc3ccccc3)C(=O)[C@@H]21
  A: x	B: 0.2	C: -3	D: 0	E: 0	F: -0.8	G: -9	H: 106	I: -7	J: 9
compound: O=C(Cn1c2ccccc2c2nc3n(c(=O)c21)CCS3)Nc1ccccc1C(F)(F)F
  A: -4	B: 0.0	C: -1	D: 1	E: -1	F: 0.4	G: 9	H: 93*	I: -1	J: 13
compound: CCN(CC)CCCNC(=S)N1CCn2c(nc3ccccc32)C1
  A: 49	B: 1.4	C: 0	D: 0	E: 0	F: 0.2	G: 4	H: 105	I: 3	J: -5
compound: CN(C)S(=O)(=O)c1ccc2c(c1)Cc1cc(S(=O)(=O)N(C)C)ccc1-2
  A: 1	B: 0.5	C: -4	D: -2	E: -3	F: -7.3	G: x	H: 62	I: -8	J: -11
compound: S=C(NCCOCCOCCNC(=S)Nc1ccccc1)Nc1ccccc1
  A: 2	B: 2.1	C: 2	D: 1	E: 1	F: -0.3	G: 3	H: 103	I: -16	J: -23
compound: COC(=O)C1CCN(S(=O)(=O)c2cn(C)c(=O)n(C)c2=O)CC1
  A: x	B: 1.3	C: -3	D: -1	E: -1	F: 0.2	G: -1	H: 103	I: 0	J: 2
compound: COc1cc(C(=O)NCCc2ccc3c(c2)OCO3)cc(OC)c1OC
  A: -5	B: 0.3	C: -3	D: 2	E: -1	F: 0.0	G: 2	H: 103	I: -3	J: 4
compound: COCCN1C(=O)C(O)=C(C(=O)c2ccco2)C1c1cccc(Oc2ccccc2)c1 (centres undefined)
  A: 4	B: -1.5	C: -4	D: -1	E: 6	F: -0.1	G: -1	H: 97	I: 0	J: -5
compound: CCOC(=O)c1ncccc1NC(=O)CC(=O)Nc1cccnc1C(=O)OCC
  A: 13	B: x	C: x	D: 2	E: x	F: x	G: x	H: 102	I: x	J: 14
compound: COC(=O)C1C2OC(C(Br)C2Br)C1C(=O)OC (centres undefined)
  A: -1	B: x	C: x	D: 0	E: 4	F: x	G: x	H: 103	I: x	J: x
compound: CCCCC(CC)C(=O)Nc1ccc(C#N)cc1 (centres undefined)
  A: 0	B: 0.7	C: 8	D: -1	E: 2	F: -0.6	G: -1	H: 100	I: 2	J: 5

Rewritten with each value named: part of the list above
> O=C(Cn1c2ccccc2c2nc3n(c(=O)c21)CCS3)Nc1ccccc1C(F)(F)F
  NSD2 HMT inh: -4
  C-LANA FP: 0.0
  Keap1-Nrf2 PPI: -1
  V-ATPase pH: 1
  DAGLB inhibitor: -1
  CAL PDZ FP-1: 0.4
  CAL PDZ FP-2: 9
  DSG3 Ab inh: 93*
  RTF Ca sens inh: -1
  Arr AP2 block: 13
> O=C(c1cnn2c(C(F)(F)F)cc(-c3ccc(Br)cc3)nc12)N1CCOCC1
  NSD2 HMT inh: 0
  C-LANA FP: -0.7
  Keap1-Nrf2 PPI: -3
  V-ATPase pH: 0
  DAGLB inhibitor: 2
  CAL PDZ FP-1: 0.2
  CAL PDZ FP-2: -2
  DSG3 Ab inh: 95
  RTF Ca sens inh: 3
  Arr AP2 block: 0
> COC(=O)C1C2OC(C(Br)C2Br)C1C(=O)OC (centres undefined)
  NSD2 HMT inh: -1
  C-LANA FP: x
  Keap1-Nrf2 PPI: x
  V-ATPase pH: 0
  DAGLB inhibitor: 4
  CAL PDZ FP-1: x
  CAL PDZ FP-2: x
  DSG3 Ab inh: 103
  RTF Ca sens inh: x
  Arr AP2 block: x
> CCOC(=O)CCc1n[nH]c(=O)[nH]c1=O
  NSD2 HMT inh: 23
  C-LANA FP: 3.3
  Keap1-Nrf2 PPI: -3
  V-ATPase pH: 3
  DAGLB inhibitor: -1
  CAL PDZ FP-1: 0.7
  CAL PDZ FP-2: -7
  DSG3 Ab inh: x
  RTF Ca sens inh: -2
  Arr AP2 block: 3

By substructure: the entries above containing bromine
Key to letters – A = NSD2 HMT inh; B = C-LANA FP; C = Keap1-Nrf2 PPI; D = V-ATPase pH; E = DAGLB inhibitor; F = CAL PDZ FP-1; G = CAL PDZ FP-2; H = DSG3 Ab inh; I = RTF Ca sens inh; J = Arr AP2 block
compound: O=C(c1cnn2c(C(F)(F)F)cc(-c3ccc(Br)cc3)nc12)N1CCOCC1
  A: 0	B: -0.7	C: -3	D: 0	E: 2	F: 0.2	G: -2	H: 95	I: 3	J: 0
compound: COC(=O)C1C2OC(C(Br)C2Br)C1C(=O)OC (centres undefined)
  A: -1	B: x	C: x	D: 0	E: 4	F: x	G: x	H: 103	I: x	J: x
